p53 reactivation = re-activators of mutant p53 | H1299 p53-A138V BP100-luciferase reporter, luminescence, 24 h | Potency, µM (titrated, usually from 92.2 µM), without a hit: top-dose activity change, positive = activation, actives largely listed as activators | 320,000 tested, 0.063% active; also: potency is read from the fitted curve at half-maximal effect; % of control where 0% means no effect; nearly all actives have a fitted effect of over 45% in size
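p53-null H1299 cells stably carrying temperature-sensitive p53-A138V and a BP100-luciferase reporter were pinned with compounds (4-point, 1:5 series) and held 24 hrs at 37 deg C. Luminescence was read 10 min after detection reagent.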
B2AR arrestin = agonists driving beta-arrestin recruitment to human beta2-adrenergic receptor; P07550; beta-arrestin recruitment to beta2AR, cell-based reporter; Potency, µM (titrated, usually from 46.1 µM), for the others: top-dose activation, most hits filed as activators; 330,000 tested, 0.02% active; AID 492947;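 also: potency is read from the fitted curve at half-maximal effect; 0% = DMSO controls and full agonism = EC100 isoproterenol or metaproterenol; nearly all actives have a fitted effect of over 65% in size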
Target sequence (P07550 whole entry, looked up): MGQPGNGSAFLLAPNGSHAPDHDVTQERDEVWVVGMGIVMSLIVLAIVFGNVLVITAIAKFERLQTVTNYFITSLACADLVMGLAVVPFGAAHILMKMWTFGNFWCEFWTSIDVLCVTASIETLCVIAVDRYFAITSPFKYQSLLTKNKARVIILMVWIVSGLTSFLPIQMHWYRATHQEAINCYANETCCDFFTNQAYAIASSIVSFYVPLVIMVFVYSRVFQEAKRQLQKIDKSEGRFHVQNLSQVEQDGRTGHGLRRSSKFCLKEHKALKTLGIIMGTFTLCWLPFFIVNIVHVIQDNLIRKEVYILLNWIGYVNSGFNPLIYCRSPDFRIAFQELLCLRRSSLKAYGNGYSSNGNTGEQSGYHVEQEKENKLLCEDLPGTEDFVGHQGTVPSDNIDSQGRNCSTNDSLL
BRCA1 expr act = BRCA1 expression activation; 380,000 tested, 1.1% active; MCF7-BRCA1-FFLuc reporter, luminescence, 48 h; response scale: scaled: vehicle 0%, 10 µM genistein 100%; Potency, µM (doses to about 46.1 µM), for the others: top-dose activation, most hits filed as activators; also: potency is read from the fitted curve at half-maximal effect; nearly all actives have a fitted effect of over 80% in size; some results filed as inactive show a strong effect at the top dose
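First, MCF7-BRCA1-FFLuc cells (2000/well) attach for 2 h; next, compounds are pin-added and incubated 48 h at 37 °C; finally, luciferase reagent is added and luminescence read after 15 min.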
ELG1 genotox = genotoxicity induction in ELG1-luciferase HEK293T cells. AID 504466. Potency, µM (series often up to 46 µM), for inactives: at the top dose activity change, positive = activation, most hits filed as activators. 330,000 tested, 1.3% active. HEK293T ELG1-luciferase reporter, luminescence, 16 h; also: potency is read from the fitted curve at half-maximal effect; % of control where 0% means no effect; nearly all actives have a fitted effect of over 60% in size
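Genotoxic stress is detected as increased luminescence from luciferase-tagged ELG1 in HEK293T cells, measured with ONE-Glo after a 16 hr treatment at 37 °C.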
Eya2 phos inh = Eya2 (human) phosphatase inhibition | O00167 | recombinant Eya2, OMFP fluorescence dephosphorylation (OMFP is methylfluorescein phosphate) | Potency, µM (top dose mostly 76.9 µM), for inactives: at the highest dose activity, negative = inhibition, most hits filed as inhibitors | 330,000 tested, 0.006% active; also: potency is read from the fitted curve at half-maximal effect; % is scaled to controls: 0 for no effect and ±100 for the full control effect
Target sequence (O00167 whole entry, looked up): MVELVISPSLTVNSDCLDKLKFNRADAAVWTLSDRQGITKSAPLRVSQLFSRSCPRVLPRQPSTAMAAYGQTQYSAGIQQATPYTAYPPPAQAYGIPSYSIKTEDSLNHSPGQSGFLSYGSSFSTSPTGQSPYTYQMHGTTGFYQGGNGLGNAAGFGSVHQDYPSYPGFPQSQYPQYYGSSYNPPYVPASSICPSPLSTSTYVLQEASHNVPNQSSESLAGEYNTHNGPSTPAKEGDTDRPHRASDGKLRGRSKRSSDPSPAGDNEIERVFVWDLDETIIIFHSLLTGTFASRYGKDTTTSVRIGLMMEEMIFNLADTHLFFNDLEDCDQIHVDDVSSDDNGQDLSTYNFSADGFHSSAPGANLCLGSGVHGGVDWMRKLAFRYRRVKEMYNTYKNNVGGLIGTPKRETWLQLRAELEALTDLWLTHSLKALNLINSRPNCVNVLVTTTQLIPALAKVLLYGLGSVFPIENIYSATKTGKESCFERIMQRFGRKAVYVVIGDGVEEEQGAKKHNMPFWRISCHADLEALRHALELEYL
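Eya2 protein (added as 0.2 uM solution) was preincubated with compound for 10 min at ambient temperature in 50 mM HEPES pH 7.5, 50 mM NaCl, 5 uM MgCl2, 0.05% BSA, 1 mM DTT. OMFP (added at 50 uM) then reacted 10 min; fluorescence read at 485/525 nm.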
TSG101-PTAP inh = blocks PTAP/TSG101 interaction to inhibit HIV-1 budding. Potency, µM (titrated, usually from 115 µM), inactives show at the highest dose activity change, negative = inhibition, most hits filed as inhibitors. AID 493005. 340,000 tested, under 10 active. Fluorescence polarization, FITC-PTAP peptide / Tsg101 binding; active = well fitted inhibition curve with a large enough effect in the main read-out, with a control signal flat, not every such curve was filed as active; inconclusive = small, poorly fitted or top-dose-only effect, or effect the other way, or a change in a side signal; inactive = no such curve, though single readings can be large or run the other way; also: potency is read from the fitted curve at half-maximal effect; % of control where 0% means no effect
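Steps: Tsg101 binding domain dispensed (10 uM final), compounds pinned in DMSO, FITC-labeled PTAP-motif peptide added (50 nM final); after 20 min binding at room temperature, polarization measured.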
USP2a block = USP2a (human) protease inhibition; USP2 core, Ub-CHOP2 coupled fluorogenic reporter, 485/531; Potency, µM (titrated, usually from 38.3 µM), for inactives: top-dose activity change, negative = inhibition, hits mostly inhibitors; 330,000 tested, 0.01% active; O75604;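 also: potency is read from the fitted curve at half-maximal effect; plate controls were DMSO wells for no effect and full inhibition by NEM control for full effect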
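USP2 core (10nM final) preincubated 30min RT with compound in 20mM Tris-HCl pH 8.0, 2mM CaCl2, 2mM beta-mercaptoethanol, 0.05% CHAPS; 25nM Ub-CHOP2 plus 25nM reporter substrate added, fluorescence (Ex485/Em531) read after 60min.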
TRPV1 agonist = agonists of human vanilloid receptor 1 (TRPV1). Q8NER1. TRPV1-expressing cells, Fluo-8 calcium influx, agonist mode. activation, % at 8.33 µM. 320,000 tested, 0.19% active; in the data active = activation above about 80%; inconclusive = between about 30% and that limit; also: 0% is about no effect
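TRPV1-expressing cells were cultured overnight at 35.5C and loaded with Fluo-8 calcium dye for 40 to 90 min at room temperature. After a 10 s baseline, compound was added and calcium influx was read kinetically for 3 min (ex 480/em 520 nm).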
ASM inhibitor = human S-ASM enzyme inhibition. Potency, µM (highest dose often 57.5 µM), for the others: top-dose activity change, negative = inhibition, actives largely listed as inhibitors. AID 504937. 340,000 tested, 0.006% active. P17405. placental ASM, HMU-PC fluorogenic substrate, 60 min; also: potency is read from the fitted curve at half-maximal effect
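Human placenta-derived ASM enzyme was preincubated with compound for 10 minutes at room temperature, then given fluorogenic substrate HMU-PC0 (9 uM final) for 60 minutes at 37 °C; a pH 10 stop preceded fluorescence reading at Ex 386/Em 447 nm.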
Integrin act MD = activators of alpha7 integrin expression for muscular dystrophy; alpha7betagal myoblasts, beta-gal FDG fluorescence, 48 h; Potency, µM (titrated, usually from 38.3 µM), without a hit: at the highest dose activation, usual class: activators; 350,000 tested, 0.064% active; AID 624291;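 also: potency is read from the fitted curve at half-maximal effect; 100% = response of the positive control SU9516; nearly all actives have a fitted effect of over 60% in size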
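alpha7betagal+/- myoblasts (passage 13, 250/well) treated 48 h at 37C with compounds at 1:260 dilution of DMSO stock. Lysed, then beta-galactosidase activity read as FDG fluorescence (ex 480/em 540) after 30 min, with pre-read for autofluorescence.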
uPA generation = inhibitors of cell surface uPA generation. Potency, µM (doses to about 38.3 µM), for the others: at the top dose activity change, negative = inhibition, actives largely listed as inhibitors. cell surface uPA generation assay, qHTS. 330,000 tested, 0.31% active; active = well fitted inhibition curve with a large enough effect; inconclusive = small, poorly fitted or top-dose-only effect; inactive = no such curve, though single readings can be large or run the other way; tested in mouse RAW 264.7 cells; also: potency is read from the fitted curve at half-maximal effect; % is scaled to controls: 0 for no effect and ±100 for the full control effect; nearly all actives have a fitted effect of over 55% in size
Numbers without * were called inactive; ? = inconclusive; . = no result given; [ ] = another dose, or the depositor's remark. Unless noted, calls follow the shape of the dose curve; as a rule, active = well fitted curve in the direction sought with a large enough effect; inconclusive = small, poorly fitted or top-dose-only effect, or another doubt; inactive = no such curve, though single readings can be large; an effect the other way counts as inactive or inconclusive.

SMILES	p53 reactivation	B2AR arrestin	BRCA1 expr act	ELG1 genotox	Eya2 phos inh	TSG101-PTAP inh	USP2a block	TRPV1 agonist	ASM inhibitor	Integrin act MD	uPA generation
CC(=O)c1c(C)[nH]c(C(=O)Nc2ccc(C)c(C)c2)c1C	19%	-0.6%	?	10µM*	-3%	-4%	4%	?	0%	31%	-2%
COc1ccccc1CNC(=O)CN(CCc1ccccc1)S(C)(=O)=O	-2%	-0.3%	-44%	0%	8%	-5%	4%	6	3%	7%	-3%
Oc1ccc(N2CCN(C(c3cccs3)c3nnnn3CCc3ccccc3)CC2)cc1 (stereo not drawn)	-1%	0.2%	-33%	-6%	-1%	-4%	0%	7	-6%	13%	-11%
CCC(C)c1ccccc1OCCCN(C)Cc1ccccc1 (stereo not drawn)	14%	0.5%	-35%	-9%	0%	-1%	1%	1	0%	-58%[inhibitor]	4%
COc1ccc(SC[C@H](Cc2ccccc2)N2CC[C@@H](NC(=O)OCc3ccccc3)CCC2=O)cc1	11%	-0.1%	0%	-7%	7%	2%	3%	9	-6%	-40%[inhibitor]	?
CC(C)(C)NC(=O)C(=O)NNC(=O)COc1ccccc1	-2%	-0.3%	-6%	2%	3%	-2%	-1%	1	4%	1%	2%
COc1ccc(Cn2ccnc2SCC(=O)NC2CCCC2)cc1	-7%	-0.4%	-13%	-6%	-1%	-2%	-6%	4	0%	23%	11%
CN(C)S(=O)(=O)c1cccc(NC(=S)Nc2cc(Cl)cc(Cl)c2)c1	6%	0.0%	-69%	-9%	2%	-4%	-1%	0	-3%	5%	7%
CN(CC(=O)O)S(=O)(=O)c1ccc2c(c1)n(C)c(=O)c(=O)n2C	0%	-0.9%	9%	14%	-3%	1%	2%	-1	6%	-3%	6%
O=C(/C=C/c1ccc(OCc2c(F)cccc2Cl)cc1)N1CCOCC1	-2%	2.5%	-3%	1%	-26%	-2%	-6%	1	-3%	16%	-19%
Cc1nc(N2CCC(C(N)=O)CC2)c2c(-c3cccs3)csc2n1	-1%	-0.3%	-3%	-21%	-10%	1%	-1%	-3	0%	20%	-4%
COc1ccc(CNC(=O)CNC(=O)c2sc3ccccc3c2Cl)cc1OC	0%	0.1%	-26%	0%	-27%	1%	0%	?	-1%	-19%	13%
C#CCOCCOCCOCCNc1nc(N2CCN(C(=O)[C@H](CCC(=O)O)n3cc(C(N)CO)nn3)CC2)nc(N2CCN(C(=O)[C@H](Cc3ccc(O)cc3)n3cc(C(N)CC(C)C)nn3)CC2)n1 (stereo partly drawn)	-5%	-0.4%	.	0%	-7%	.	1%	-2	.	.	.
CCC(=O)c1cc(F)c(N2CCN(S(=O)(=O)c3ccccc3)CC2)cc1C	-3%	-0.1%	-10%	-10%	-6%	0%	-1%	0	-2%	-42%	-16%
CN(C)CCCNC(=O)c1ccc(Oc2ccccc2)cc1	13%	-0.2%	18%	-5%	10%	-11%	-1%	3	5%	-8%	-3%
c1ccc2c(c1)c1ccccc1n1c(-c3ccc4c(c3)OCO4)nnc21	8%	0.0%	-51%	-2%	-1%	-7%	0%	-2	-6%	?	2%
CC1([N+](=O)[O-])COC2(OC1)C(=O)Nc1ccccc12 (stereo not drawn)	2%	-0.1%	-3%	-5%	15%	-1%	2%	-2	-5%	-19%	6%
O=C(NC1CCCCC1)c1cc2cc(Br)ccc2o1	1%	-0.2%	89%	?	-7%	-3%	0%	?	-1%	5%	-5%
Cc1cc2cc(CNC(=O)c3ccc(C)c([N+](=O)[O-])c3)ccc2[nH]1	1%	-1.6%	-11%	2%	2%	0%	5%	22	-10%	8%	5%
CC(C)CCNC(=S)Nc1ccc2nc3n(c(=O)c2c1)CCCCC3	7%	0.4%	29%	-1%	6%	-4%	4%	-3	-1%	0%	-4%
COc1ccc(NC(=O)c2ccc3ccccc3n2)cc1S(=O)(=O)N1CCCCC1	9%	-0.8%	14%	-2%	1%	-9%	1%	5	-3%	-6%	-24%
CC(C)COC(=O)NCCOC(=O)Nc1cccc(Cl)c1	-11%	-0.1%	7%	-6%	11%	-3%	0%	13	-2%	-48%[inhibitor]	-1%
CCCCNC(=O)NNC(=O)c1cc(C)on1	1%	-0.2%	12%	0%	-12%	0%	0%	-3	3%	-6%	2%
CC(C)Oc1cccc(C(=O)C2CCCN(Cc3cccn3-c3ccccn3)C2)c1 (stereo not drawn)	-5%	0.0%	-13%	-11%	10%	-3%	2%	6	-3%	-56%[inhibitor]	-5%
CCOc1cc(/C=N/NC(N)=O)ccc1OCC(=O)Nc1ccc(C)c(C)c1	-1%	-0.6%	-36%	1%	9%	-3%	3%	0	5%	-5%	1%
CN(C)CC#CCC(O)(c1ccccc1)c1ccccc1	-3%	-0.1%	1%	-3%	3%	5%	2%	3	-2%	-11%	-1%
CCOC(=O)c1nc(-c2ccccc2)oc1N(C)C	6%	-1.2%	7%	10%	7%	1%	0%	3	0%	5%	-5%
CCN(CC)S(=O)(=O)c1cccc(C(=O)N/N=C/c2ccc(N3CCOCC3)cc2)c1	-3%	0.2%	-10%	-2%	16%	0%	2%	5	-1%	-11%	1%
Cc1[nH]c2ccccc2c1CCNC(=O)c1ccc2c(c1[N+](=O)[O-])C(=O)c1ccccc1C2=O	6%	-0.3%	-74%	-2%	3%	-3%	2%	-1	-7%	-53%[inhibitor]	-7%
C[C@H](NC(=O)Nc1cccc(Br)c1)C(=O)O	2%	-0.2%	0%	-1%	-26%	-2%	7%	0	0%	4%	1%
COc1ccc(OCC(=O)Nc2cc(S(=O)(=O)N3CCCC3)ccc2Cl)cc1	3%	-0.2%	15%	2%	10%	0%	0%	3	1%	-13%	-2%
O=C(NCc1ccc2c(c1)OCO2)c1ccc(NC(=O)C2CCCO2)cc1 (stereo not drawn)	-4%	-0.2%	1%	1%	0%	-3%	-1%	3	-2%	-10%	4%
O=C(Nc1ccc(N2C(=O)C3C4C=CC(C4)C3C2=O)cc1)Nc1cccnc1 (stereo not drawn)	-2%	-0.4%	15%	-2%	14%	-6%	0%	-2	-2%	19%	-3%
CCOC(=O)c1cc(-c2ccccc2C)n(CC2CC(c3ccc(OC)cc3)=NO2)n1 (stereo not drawn)	-1%	-0.2%	-9%	-9%	6%	12%	-12%	.	-13%	-1%	21%
COc1ccc(CCNC(=O)C2CCC(CNS(=O)(=O)c3ccc(F)cc3)CC2)cc1OC (stereo not drawn)	0%	0.5%	1%	0%	-14%	-3%	3%	-3	-1%	7%	-2%
O=C(O)CC(NC(=O)C1c2ccccc2Oc2ccccc21)c1ccc(Cl)cc1 (stereo not drawn)	-13%	3.7%	-2%	2%	20%	1%	-1%	-4	5%	37%	5%
Cn1cnnc1SCC(=O)c1cc2ccccc2oc1=O	11%	-0.2%	0%	0%	-4%	0%	-2%	3	1%	-10%	-5%
Cc1cccc(N2CCN(C(=O)C(Cc3ccccc3)n3cccc3)CC2)c1C (stereo not drawn)	-3%	-0.2%	-44%	?	?	0%	2%	5	-6%	-10%	?
O=C1CC(c2ccco2)Cc2c1cnn2-c1nc2ccccc2s1 (stereo not drawn)	2%	-0.5%	-19%	0%	-12%	0%	4%	-1	2%	-3%	1%
COc1ccc(NC(=O)CSc2nnc(NC(=O)c3ccco3)s2)cc1OC	15%	-0.7%	23%	11%	-2%	.	-3%	-4	-4%	15%	5%
COc1ccc(CC(=O)Nc2ccc(C(=O)Nc3ccccc3C(=O)O)cc2)cc1OC	9%	-1.6%	-9%	-3%	9%	-2%	6%	-1	6%	-24%	2%
CN(CC(=O)NCc1ccc(F)cc1)Cc1cccc(Cl)c1	-5%	-1.0%	-25%	-2%	6%	-3%	2%	?	13%	37%	-1%
O=C(CCCCC(=O)Nc1ccccc1)Nc1ccccc1	-1%	-0.6%	2%	-2%	-6%	-2%	-1%	4	-3%	-7%	22%
Cc1c(-n2c(O)c(C3=c4ccccc4=NC3=O)sc2=S)c(=O)n(-c2ccccc2)n1C	-2%	0.3%	-24%	-2%	-12%	-8%	2%	-2	-6%	-10%	2%

Screens (PubChem BioAssay)
